Anthrax LF prot = anthrax lethal factor protease inhibition; P15917; multiplex microsphere protease cleavage assay, LF; inhibition, % at 10 µM; 360,000 tested, 0.12% active; note: plate controls were buffer without enzyme for full effect and enzyme alone for no effect
Target sequence (P15917 whole entry, looked up): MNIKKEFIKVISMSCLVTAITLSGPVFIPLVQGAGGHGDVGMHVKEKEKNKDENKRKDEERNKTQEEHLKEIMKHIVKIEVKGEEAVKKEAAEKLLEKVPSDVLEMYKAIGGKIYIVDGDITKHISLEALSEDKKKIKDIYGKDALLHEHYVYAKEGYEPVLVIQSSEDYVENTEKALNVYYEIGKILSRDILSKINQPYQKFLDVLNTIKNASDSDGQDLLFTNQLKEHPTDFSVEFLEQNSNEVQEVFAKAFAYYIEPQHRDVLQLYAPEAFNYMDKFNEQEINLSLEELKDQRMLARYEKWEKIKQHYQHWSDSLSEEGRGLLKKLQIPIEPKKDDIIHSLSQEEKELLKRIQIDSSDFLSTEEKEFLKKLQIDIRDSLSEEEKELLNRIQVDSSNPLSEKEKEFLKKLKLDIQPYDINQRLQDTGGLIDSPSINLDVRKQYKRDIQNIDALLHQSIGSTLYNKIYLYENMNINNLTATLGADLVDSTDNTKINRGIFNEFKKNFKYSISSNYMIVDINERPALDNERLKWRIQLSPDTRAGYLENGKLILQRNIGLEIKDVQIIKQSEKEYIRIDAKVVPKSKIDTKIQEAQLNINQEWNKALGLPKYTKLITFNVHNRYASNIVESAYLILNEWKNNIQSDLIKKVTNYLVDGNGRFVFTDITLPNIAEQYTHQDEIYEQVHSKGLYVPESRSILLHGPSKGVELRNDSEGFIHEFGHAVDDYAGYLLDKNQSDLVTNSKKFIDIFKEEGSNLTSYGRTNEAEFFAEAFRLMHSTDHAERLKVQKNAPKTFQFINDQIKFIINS
MazEF act = increases E. coli MazEF RNase cleavage of RNA; P0AE70; FAM/BHQ RNA-DNA oligo cleavage fluorescence, 5 h; activation, % at 20 µM; 350,000 tested, 0.32% active; in the data active = activation above about 50%
Target sequence (P0AE70 whole entry, looked up): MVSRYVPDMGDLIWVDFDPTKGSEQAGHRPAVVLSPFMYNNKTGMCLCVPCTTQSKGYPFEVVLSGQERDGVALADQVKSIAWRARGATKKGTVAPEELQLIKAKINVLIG
CCHFV vOTU inh = CCHFV vOTU protease inhibition | Pep-AMC fluorescence | inhibition, % at 11.5 µM | 370,000 tested, 0.55% active | AID 651958; in the data active = inhibition above about 30%; note: 0% = vehicle wells with enzyme and 100% = no enzyme wells
PrPC surface inh = cell surface PrPC inhibition, primary TR-FRET screen; TR-FRET read-out; inhibition, % at 13.8 µM; 370,000 tested, 0.43% active; in the data active = inhibition above about 24%; note: 0% = median of the test wells and 100% = reference compound wells
BoNT A protease = BoNT A light chain protease inhibition. multiplex microsphere protease substrate cleavage, flow cytometry. inhibition, % at 10 µM. 360,000 tested, 0.17% active; note: plate controls were buffer without enzyme for full effect and enzyme alone for no effect
BoNT F protease = BoNT F light chain protease inhibition; Multiplex microsphere protease cleavage assay, flow cytometry; inhibition, % at 10 µM; 360,000 tested, 0.22% active; AID 588497; in the data active = inhibition above about 35%, passing the limit was not always enough; inconclusive = no clear call, values can overlap the other calls; note: plate controls were buffer without enzyme for full effect and enzyme alone for no effect
Rv3671c inh = Rv3671c (M. tuberculosis) protease inhibition. P9WHR9. inhibition, % at 5.96 µM. 320,000 tested, 0.048% active. AID 2606; in the data active = inhibition above about 38%;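 note: extracellular domain of Rv3671c used as enzyme; 0% = enzyme with DMSO and 100% = no enzyme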
SARS 3CLpro inh = SARS-CoV 3CLpro protease inhibition; P0C6X7; recombinant SARS-CoV 3CLpro, quenched FRET peptide cleavage; inhibition, % at 6 µM; 290,000 tested, 0.14% active; AID 1706; in the data active = inhibition above about 12%
DUSP3 inh = inhibitors of human VHR1 phosphatase (DUSP3). recombinant VHR phosphatase, pNPP absorbance. P51452. inhibition, % at 13.3 µM. 290,000 tested, 0.52% active. AID 1654; in the data active = inhibition above about 50%; note: some compounds called inactive have numbers as strong as hits
PriA SSB inh = inhibitors of Klebsiella pneumoniae PriA binding to SSB C-terminal tail; AlphaScreen SSBct-PriA binding, biotinylated peptide; inhibition, % at 33 µM; 430,000 tested, 0.6% active; AID 1272365; in the data active = inhibition mostly above about 37%, no sharp cut-off; inactive = mostly below about 20%;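 note: plate controls were negative control peptide for no effect and reference peptide for full effect; strong numbers were not always called active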
* marks the source's active call; other numbers are inactive results; ? = inconclusive; nt = not tested or not shown; & = joins results of further samples. Cut-off read from the data, not from the text of the source, unless noted: active = inhibition above about 30%; inconclusive = no clear call, values can overlap the other calls; inactive = below that.

canonical_smiles	Anthrax LF prot	MazEF act	CCHFV vOTU inh	PrPC surface inh	BoNT A protease	BoNT F protease	Rv3671c inh	SARS 3CLpro inh	DUSP3 inh	PriA SSB inh
CCOC(=O)C1CCN(C(=O)COC(=O)/C=C/c2ccc([N+](=O)[O-])cc2)CC1	0	-8	0	-30	-0.6	6	-4	nt	nt	1
Cc1ccc(C(=O)C2CCN(CC(=O)Nc3ccccc3C)CC2)cc1	1	6	8	-16	-1.9	-6	0	-4	7	6
N#Cc1ccc(-c2ccc(OCC(=O)NCC(=O)Nc3ccc(F)c(F)c3F)cc2)cc1	-1	-16	-10	0	0.7	4	-67	-2	-4	-6
COc1ccc(CNC(=O)CSc2nnc3c(n2)[nH]c2ccc(C)cc23)cc1	-1	5	5	-7	1.0	8	3	3	29	-7
Cc1cc(=O)oc2cc(OCC(=O)OCC(=O)NCCc3ccccc3)ccc12	-8	-5	-20&-6	2&7	-0.7	1	-5	1	2	-2
CCn1c(SCC(=O)N2CCN(c3ccccc3)CC2)nnc1-c1c[nH]c2ccccc12	-4	4	1	21	-2.2	-11	-9	-1	-10	8
CCN1C(=O)CC(c2ccco2)Sc2ccccc21 (centres undefined)	-4	5	-16	4	-2.9	-8	7	-1	10	-7
Cc1nc(SCC(=O)O)c(C#N)c(C)c1CC(=O)c1ccccc1	-5	3	11	-1	0.2	-2	4	10	-5	-16
O=C(Cc1cccc(NC(=O)C2CCCN(C(=O)C3CC3)C2)c1)Nc1cccc(C(=O)N2CCCC2)c1 (centres undefined)	0	4	-6	-2	0.1	-2	-7	nt	nt	-5
COc1cc(OC)c(C(=O)N2CCCC2)cc1OC	3	7	-13	-8	-0.2	1	-4	0	10	-12
C=CCN=C(NC#N)SCc1ccccc1	0	8	15	7	-0.2	-4	-5	1	36	-10
COc1ccc(CNC(=O)[C@H](Cc2ccccc2)NC(=O)C2CCN(C(=O)[C@H](C)N)CC2)cc1	2	1	-4	-5	-0.8	-5	1	3	12	-4
COc1ccc(NC(=O)Nc2ccccn2)cc1OC	-2	7	0	7	0.4	5	1	4	17	0
Cc1ccc(S(=O)(=O)N2CCN(C(=O)c3ccc(Br)o3)CC2)c(C)c1	1	4	-3	5	-1.4	5	8	3	26	12
CC(C)Oc1ccc(C2C(C(=O)c3ccco3)=C(O)C(=O)N2Cc2cccnc2)cc1 (centres undefined)	-4	3	9	9	-1.0	0	-14	4	-8	-2
Cn1c(SCC(=O)N2CCc3ccccc32)nc2cccnc21	-2	2	6	0	0.5	-10	-2	-10	8	-6
CCCOc1cc(C)c(Cl)cc1S(=O)(=O)N(CC)CC	-4	-7	14	-7	1.1	-6	4	2	0	-1
CN(Cc1ccccc1)Cc1cc(=O)oc2ccc3ccccc3c12	-11	nt	-4	5	0.5	4	nt	nt	nt	nt
CNC(=O)c1ccc(-c2ccccc2)s1	-1	3	0	-12	1.0	-17	-1	-4	18	-9
CSc1ccccc1NC(=O)c1ccccc1N(C)S(C)(=O)=O	-5	6	3	4	-1.8	-5	-4	-3	4	-4
Cc1ccc(OCC(=O)N2CC3(C)CC2CC(C)(C)C3)cc1 (centres undefined)	-2	3	11	-8	0.5	-28	5	-1	31	-4
COc1ccc(OCC(O)CNS(=O)(=O)c2ccc(NC(C)=O)cc2)cc1 (centres undefined)	-1	5	-1	-4	-1.6	0	-2	3	-28	-8
COc1ccc(Nc2oc(-c3ccccc3F)nc2C#N)cc1	-10	5	-3	5	-0.9	-1	5	6	14	-3
COc1ccc(N2CCN(C3CC(=O)N(Cc4ccc(N5CCCC5=O)cc4)C3=O)CC2)cc1 (centres undefined)	-4	2	9	4	0.0	-3	3	1	10	-14
Cc1[nH]c2ccccc2c1C(=O)/C=C\c1ccccc1Cl	-1	2	18	6	-0.5	-18	-8	3	8	-3
CCCCN(C)C(=O)Cn1cnc2sc(C)c(S(=O)(=O)N3CCN(c4ccccc4OC)CC3)c2c1=O	-6	8	-9	-4	0.1	-3	-1	1	36	-3
O/N=C/c1ccccc1Oc1ccccc1	-2	9	8	2	0.0	-9	3	5	-18	nt
Cc1ccc(C(C(=O)NC2CCCC2)N(C(=O)CNC(=O)c2ccco2)c2ccccc2)o1 (centres undefined)	-1	2	2	-7	2.3	4	0	-1	20	-5
CCN(CC)S(=O)(=O)c1ccc(C(=O)N2CCN(C(=O)c3ccco3)CC2)cc1	1	-2	-7	-4	-0.3	-1	-2	nt	nt	-3
COCc1nnc(NC(=O)CS(=O)(=O)Cc2ccccc2)s1	-6	2	-2	8	-1.5	-6	2	0	-2	-5
Cc1nnsc1-c1nnc(SCC(=O)c2ccccc2)n1C1CC1	3	8	-16	2	-0.5	2	2	7	10	1
Cc1cccc(-n2nc([N+](=O)[O-])c(N3CCN(C(=O)c4ccco4)CC3)[n+]2[O-])c1	1	-5	6	-33	-0.3	-5	-1	0	14	4
O=C(NC1CCCC1)C(c1ccsc1)N(C(=O)Cc1cccs1)c1cccc(F)c1 (centres undefined)	-2	3	3	3	-0.2	-13	-2	2	10	3
COc1ccc(OC)c(NC(=O)/C=C/c2ccc(S(=O)(=O)N3CCOCC3)cc2)c1	-5	10	-5	-2	-2.4	2	nt	nt	nt	1
Fc1ccc(-c2csc3ncnc(Nc4ccc(N5CCOCC5)cc4)c23)cc1	-3	-3	6	4	-1.3	-18	0	2	22	43
CC(=O)Oc1ccc(C2OC(=O)c3ccccc3N2C(C)=O)cc1 (centres undefined)	-2	3	3	5	-0.6	-2	-1	3	17	-4
CC(=O)/C(=N/Nc1ccccc1)Sc1nnc(C(O)c2ccccc2)n1-c1ccccc1 (centres undefined)	-2	3	1	-1	-0.6	-4	-5	-3	3	nt
CC1CC(C)CN(C(=O)CCc2ccccc2)C1 (centres undefined)	7	4	-2	1	2.7	12	5	2	-2	-14
COc1ccc(-c2coc3c(C(=O)Nc4cccnc4)cccc23)c(C)c1	-4	nt	9	7	-0.1	2	nt	nt	nt	nt
CCc1nn2c(N3CCOCC3)cc(C)nc2c1-c1ccccc1	-2	-1	-3	-1	0.3	-9	-2	2	24	0
C=CCNC(=S)NNC(=O)c1cc(C)nc2ccccc12	0	3	-6	0	-0.7	-1	0	-6	-2	-1
Cc1cc(=O)n2c3ccccc3n(CC(O)CN3CCCCC3)c2c1C#N (centres undefined)	-5	-3	-11	-11	-0.4	-2	-5	-1	32	-4
CCCCCc1cc(=O)oc2c(C(CCN(CC)CC)c3ccc(OC)cc3)c(OC)cc(OC)c12 (centres undefined)	-3	0	5	-17	0.1	-6	0	nt	22	8
CC(=O)Nc1ccc(S(=O)(=O)N(C)CC(=O)Nc2nc3ccccc3[nH]2)cc1	-3	1	-4	-2	3.3	-2	nt	nt	nt	-6
COc1cc(SC)ccc1C(=O)Nc1ncc(Cl)cc1Cl	-1	-27	-2	-1	-0.5	-4	-6	-2	9	-3

5 compounds from above, ordered by number of heavy atoms, descending.
canonical_smiles	Anthrax LF prot	MazEF act	CCHFV vOTU inh	PrPC surface inh	BoNT A protease	BoNT F protease	Rv3671c inh	SARS 3CLpro inh	DUSP3 inh	PriA SSB inh
O=C(NC1CCCC1)C(c1ccsc1)N(C(=O)Cc1cccs1)c1cccc(F)c1 (centres undefined)	-2	3	3	3	-0.2	-13	-2	2	10	3
Cc1cccc(-n2nc([N+](=O)[O-])c(N3CCN(C(=O)c4ccco4)CC3)[n+]2[O-])c1	1	-5	6	-33	-0.3	-5	-1	0	14	4
CC(=O)Nc1ccc(S(=O)(=O)N(C)CC(=O)Nc2nc3ccccc3[nH]2)cc1	-3	1	-4	-2	3.3	-2	nt	nt	nt	-6
COc1ccc(-c2coc3c(C(=O)Nc4cccnc4)cccc23)c(C)c1	-4	nt	9	7	-0.1	2	nt	nt	nt	nt
CCc1nn2c(N3CCOCC3)cc(C)nc2c1-c1ccccc1	-2	-1	-3	-1	0.3	-9	-2	2	24	0

Following part:
canonical_smiles	Anthrax LF prot	MazEF act	CCHFV vOTU inh	PrPC surface inh	BoNT A protease	BoNT F protease	Rv3671c inh	SARS 3CLpro inh	DUSP3 inh	PriA SSB inh
COc1cccc(OC)c1OCC(C)CNCC1CCCO1 (centres undefined)	1	-9	3	-6	1.0	5	0	-9	-15	-12
CCOC(=O)c1[nH]c2ccc(C)cc2c1NC(=O)CN1CCCCC1	-1	2	-2	2	0.1	-10	14	0	17	-7
CCCCn1c(SCC(=O)NCc2ccco2)nc2c(sc3ccccc32)c1=O	-1	-50	0	6	?	-1	-42	2	12	-1
O=C(NCCc1ccc(Cl)cc1)c1cc2ccccn2n1	0	4	-1	5	-0.2	-1	0	7	-4	2
Cc1ccc(Sc2ccc(/C=C3/C(=O)NN(c4ccccc4)C3=O)o2)cc1	-6	-11	11	7	-1.0	1	7	0	-17	-9
COCCNc1nc(NCc2cccc(OC)c2)c2sccc2n1	-10	nt	-5	9	0.3	0	nt	nt	nt	nt
c1ccc(CSc2ccc(-c3cccs3)nn2)cc1	-3	-5	4	6	-0.6	-11	4	6	21	-1
CC1CCN(C(=O)c2cc(-c3ccccc3O)on2)CC1	8	0	10	-8	0.1	5	2	2	13	3
COc1ccc2[nH]c3c(c2c1)CCN1C(=O)C(CC(=O)NCC24CC5CC(CC(C5)C2)C4)C[C@H](C(=O)N(C(C)C)C(C)C)[C@@]31C (some centres undefined)	-6	7	9	-5	-0.3	1	nt	nt	nt	0
Cc1c(C(=O)NCc2ccc3c(c2)OCCO3)sc(=O)n1Cc1ccccc1C#N	-12	nt	-3	2	-1.2	-11	nt	nt	nt	nt
CCCCOc1cc(=O)[nH]c(=O)[nH]1	1	1	2	4	-0.9	22	2	-7	6	-3
CC(C)(C)NC(=O)C(c1ccc(O)cc1)N(C(=O)CCC(=O)Nc1ccccn1)c1ccc(F)cc1 (centres undefined)	-5	6	-2	10	1.1	0	5	-3	16	-10
COc1ccc(NC(=O)CNCc2cccs2)c(OC)c1	-6	6	14	5	1.0	6	nt	nt	nt	nt
O=C(NCc1ccco1)c1ccc(Cl)c(S(=O)(=O)N2CCOCC2)c1	-10	2	-1	0	-0.3	1	4	2	17	-31
Cc1ccc2nc(/C(C#N)=C\c3ccc(N4CCOCC4)o3)[nH]c2c1	-2	-30	1	-5	-4.2	110*	-30	0	5	0
COc1ccc(C(c2c(NC(=O)c3ccco3)sc(C)c2C)N2CCOCC2)cc1 (centres undefined)	0	0	4	-13	1.9	-5	nt	nt	nt	9
CC1CCN(C(=O)CSc2nc3c(c(=O)n2C)SC(C)C3)CC1 (centres undefined)	-2	1	3	5	3.0	4	-4	-1	14	-15
O=C(O)/C=C/c1ccc(S(=O)(=O)Nc2ccccc2C(=O)Nc2ccc(F)cc2)cc1	-14	10	9	-3	-1.8	2	-1	6	5	-14
CCN(CC(=O)Nc1c(F)cccc1F)C(=O)C1CCN(S(=O)(=O)c2ccccc2C(=O)OC)CC1	-2	3	-5	4	0.2	-10	nt	nt	nt	-3
O=S(=O)(N1CCOCC1)N1CCOCC1	-8	-1	-11	-2	-0.8	-4	-1	3	15	3
Cc1cc(NC(=O)c2ccc(Cn3cc([N+](=O)[O-])cn3)o2)no1	-1	0	8	2	-2.9	-5	nt	3	6	-2
COc1ccc(N2C(=O)C(F)(F)C2c2ccccc2F)cc1 (centres undefined)	-5	5	-1	-1	0.1	3	nt	-1	14	-5
CCc1nonc1NC(=O)c1oc2cc(C)c(C)cc2c1C	-4	-5	-4	0	-1.3	-7	0	7	43	-5
CN(C)CCCNC(=O)C(=O)NCC1CCCO1 (centres undefined)	-4	2	1	7	-0.4	0	2	-1	27	-3
CC1(C)CC(=O)c2sc(N3CCCCC3)nc2C1	3	-6	15	-5	-0.2	-10	2	0	28	-12
Cc1cc(=O)[nH]c(SCC(=O)Nc2ccccc2C#N)c1C#N	-1	-6	-5	1	3.0	6	-6	4	30	-12

High-throughput results: PubChem, several laboratories

An excerpt (hit frequency here may not be typical).
